Screens: PubChem BioAssay, National Center for Advancing Translational Sciences (NCATS)
TbPYK inhibitor – qHTS of Trypanosoma Brucei Inhibitors; TbPYK enzyme, Kinase-Glo Plus ATP luminescence, 45 min; 410,000 tested, 0.12% active; Potency, µM (titrated, usually from 76.8 µM), for the others: at the top dose activity, negative = inhibition, usual class: inhibitors; AID 624173, 2012; active means well fitted inhibition curve with a large enough effect; inconclusive means small, poorly fitted or top-dose-only effect; further: nearly all actives have a fitted effect of over 50% in size
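Glycolytic pyruvate kinase of T. brucei was incubated with substrate, test compound and 130 uM ADP for 45 minutes at room temperature. Luminescent Kinase-Glo Plus signal was measured after 10 minutes.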
An asterisk follows results filed as active; ? = inconclusive; & = joins results of further samples; [ ] = remark or other dose. On the % scale 0 is the no-effect control and ±100 the full control effect; potency means the concentration at half of the fitted maximal effect.

cpd | SMILES | TbPYK inhibitor
1 | CC(=O)NC[C@@H]1CN(c2ccc(N3CCOCC3)c(F)c2)C(=O)O1 | -6%
2 | CO/N=C(/C(=O)N[C@@H]1C(=O)N2C(C(=O)O)=C(CSc3nc(C)c(CC(=O)O)s3)CS[C@H]12)c1csc(N)n1 | 1%
3 | COCC(=O)N1CCC2(CCCN(Cc3ccc(C#N)cc3)C2)CC1 | 3%
4 | O=C(Nc1ccccc1)N1CCCC2(CCN(C(=O)c3cc(C(F)(F)F)cc(C(F)(F)F)c3)CC2)C1 | 0%
5 | COC(=O)N1CCC2(CCN(Cc3ccccc3)CC2)CC1 | 4%
6 | C=C1CC[C@H](O)C/C1=C/C=C1\CCC[C@]2(C)[C@@H]([C@H](C)CCCC(C)C)CC[C@@H]12 | -1%
7 | COC(=O)N1CCC2(CC1)CN(c1cccc(-c3ccccc3)c1)C2 | 0%
8 | CCN1CCN(C(=O)N[C@H](C(=O)N[C@@H]2C(=O)N3[C@@H](C(=O)O)C(C)(C)S[C@@H]23)c2ccccc2)C(=O)C1=O | 8%
9 | O=C(c1cccc(F)c1)N1CCC2(CCCN(Cc3cc(C(F)(F)F)cc(C(F)(F)F)c3)C2)CC1 | -4%
10 | CCCCC/C(C=O)=C/c1ccccc1 | 1%
11 | COC(=O)N1CCC2(CCCN(C(c3ccccc3)c3ccccc3)C2)CC1 | 4%
12 | CCCCN1CC(O)C(O)C(O)C1CO (stereo not drawn) | 0%
13 | CO[C@@H]1[C@H](N(C)C(=O)c2ccccc2)C[C@H]2O[C@]1(C)n1c3ccccc3c3c4c(c5c6ccccc6n2c5c31)C(=O)NC4 | 0%
14 | O=C(O)[C@@H](O)[C@@H](O)[C@@H](O[C@H]1O[C@@H](CO)[C@@H](O)[C@@H](O)[C@@H]1O)[C@@H](O)CO | -7%[33.2 µM]
15 | O=C(CCBr)N1CCN(C(=O)CCBr)CC1 | 1%
16 | c1ccc(-c2cccc(N3CCC4(CCNCC4)CC3)c2)cc1 | -5%
17 | NC(=O)C(c1ccccc1)(c1ccccc1)[C@@H]1CCN(CCc2ccc3c(c2)CCO3)C1 | -1%
18 | CN1CCN(c2ncc3nc(-c4cccs4)c(=O)n(C[C@H]4CCCO4)c3n2)CC1 | -6%
19 | O=[N+]([O-])c1cc(I)c(O)c(I)c1 | -6%
20 | Cc1c(C)c2c(c(C)c1OC(=O)CCC(=O)O)CC[C@@](C)(CCC[C@H](C)CCC[C@H](C)CCCC(C)C)O2 | 0%
21 | [O]=[Cr](=[O])([OH])[O][Cr](=[O])(=[O])[OH] | 0%&2%
22 | O=[N+]([O-])c1ccc(Oc2ccc(N=C=S)cc2)cc1 | 0%
23 | Cn1cccc1C(=O)N1CCC2(CCN(C(=O)Nc3ccccc3)CC2)CC1 | 3%
24 | N#Cc1cccc(NC(=O)N2CC3(CCN(C(=O)c4cc(C(F)(F)F)cc(C(F)(F)F)c4)CC3)C2)c1 | -7%
25 | CC(=O)N1CCC2(CC1)CN(Cc1ccc(C#N)cc1)C2 | 0%

Four of the compounds above, with each value named:
14	O=C(O)[C@@H](O)[C@@H](O)[C@@H](O[C@H]1O[C@@H](CO)[C@@H](O)[C@@H](O)[C@@H]1O)[C@@H](O)CO
- TbPYK inhibitor: -7%[33.2 µM]

15	O=C(CCBr)N1CCN(C(=O)CCBr)CC1
- TbPYK inhibitor: 1%

16	c1ccc(-c2cccc(N3CCC4(CCNCC4)CC3)c2)cc1
- TbPYK inhibitor: -5%

17	NC(=O)C(c1ccccc1)(c1ccccc1)[C@@H]1CCN(CCc2ccc3c(c2)CCO3)C1
- TbPYK inhibitor: -1%

As a working copy, four of the compounds above:
cpd | SMILES | TbPYK inhibitor
1 | CC(=O)NC[C@@H]1CN(c2ccc(N3CCOCC3)c(F)c2)C(=O)O1 | -6%
2 | CO/N=C(/C(=O)N[C@@H]1C(=O)N2C(C(=O)O)=C(CSc3nc(C)c(CC(=O)O)s3)CS[C@H]12)c1csc(N)n1 | 1%
3 | COCC(=O)N1CCC2(CCCN(Cc3ccc(C#N)cc3)C2)CC1 | 3%
4 | O=C(Nc1ccccc1)N1CCCC2(CCN(C(=O)c3cc(C(F)(F)F)cc(C(F)(F)F)c3)CC2)C1 | 0%

The results go on.
cpd | SMILES | TbPYK inhibitor
26 | Cn1cc(C(=O)[C@@H]2CCc3[nH]cnc3C2)c2ccccc21 | 2%
27 | Cc1ccc2c(c1)[C@]13CCCC[C@@H]1[C@@H](C2)N(C)CC3 | -5%
28 | CCCCCCCCCCCCCCCC(=O)OC[C@@H](COP(=O)([O-])OCC[N+](C)(C)C)OC(=O)CCCCCCCCCCCCCCC | -10%
29 | O=c1c(-c2cc(F)cc(F)c2)nc2cnc(N3CCOCC3)nc2n1C1CC1 | 4%
30 | COc1ccc(-c2nc3cnc(N4CCN(C)CC4)nc3n(CCC#N)c2=O)cc1 | -4%
31 | C=C1N[C@]2(C(=O)COC(C)=O)[C@@H](C[C@H]3[C@@H]4CCC5=CC(=O)C=C[C@]5(C)[C@H]4[C@@H](O)C[C@@]32C)O1 | -6%
32 | Cc1cccc(Cc2cnc[nH]2)c1C | 2%
33 | C/C(=C(/CCO)SSC[C@@H]1CCCO1)N(C=O)Cc1cnc(C)nc1N | -5%
34 | CO[C@H]1/C=C\C=C(\C)C(=O)NC2=CC(=O)C(NCCN(C)C)=C(C[C@@H](C)C[C@H](OC)[C@H](O)[C@@H](C)/C=C(/C)[C@@H]1OC(N)=O)C2=O | 4%
35 | CC(C)NCC(O)c1ccc(N)c(C#N)c1 (stereo not drawn) | -1%
36 | COC1CC(=C(c2cccs2)c2cccs2)C[N+](C)(C)C1 (stereo not drawn) | 8%
37 | Cc1noc(C)c1C(=O)N1CCC2(CCCN(C(=O)Nc3cccc(C#N)c3)C2)CC1 | 7%
38 | C[C@@H](C1=C(CCN(C)C)Cc2ccccc21)c1ccccn1 | 0%
39 | Cn1cccc1C(=O)N1CCC2(CC1)CN(c1ccccn1)C2 | 1%
40 | Cc1cc(-n2nc3ccc(Cl)cc3n2)c(O)c(C(C)(C)C)c1 | 1%
41 | CCC[C@H]1C[C@H](C(=O)NC(C(C)Cl)C2O[C@@H](SC)C(OP(=O)(O)O)[C@@H](O)[C@@H]2O)N(C)C1 (stereo partly drawn) | 4%
42 | CC[N+](C)(CC)CCOC(=O)C(O)(c1ccccc1)c1ccccc1 | 1%
43 | CO/C=C(/C(=O)OC)c1ccccc1Oc1cc(Oc2ccccc2C#N)ncn1 | 0%[157 µM]
44 | CC(C(=O)O)c1ccc2c(c1)Cc1cccnc1O2 (stereo not drawn) | -9%
45 | CC(=O)N(CC(O)CN(C(C)=O)c1c(I)c(C(=O)NC[C@@H](O)CO)c(I)c(C(=O)NC[C@@H](O)CO)c1I)c1c(I)c(C(=O)NC[C@@H](O)CO)c(I)c(C(=O)NC[C@@H](O)CO)c1I | -4%[33.2 µM]
46 | CS(=O)(=O)N1CCC2(CC1)CN(Cc1ccncc1)C2 | -9%
47 | CC(=O)N[C@@H](C=O)[C@@H](O)[C@H](O)[C@H](O)CO | 2%&0%
48 | CC(C)NC(=O)N1CC[C@@]2(CCCN(C(=O)c3csnn3)C2)C1 | 1%
49 | Cn1cccc1C(=O)N1CCC2(CCN(Cc3ccccc3)CC2)CC1 | -1%
50 | CN1c2cc(O)c(N=NC(N)=O)cc2CC1S(=O)(=O)O (stereo not drawn) | 2%
51 | COC1=C(OC)C(=O)C(C/C=C(\C)CC/C=C(\C)CC/C=C(\C)CC/C=C(\C)CC/C=C(\C)CC/C=C(\C)CC/C=C(\C)CC/C=C(\C)CC/C=C(\C)CCC=C(C)C)=C(C)C1=O | -1%
52 | N[C@@H](C(=O)N[C@H]1C(=O)N2C(C(=O)O)=C(Cl)CC[C@H]12)c1ccccc1 | 3%
53 | COc1cccc(Cn2c(=O)c(-c3cc(F)cc(F)c3)nc3cnc(OC)nc32)c1 | -4%
54 | O=c1[nH]c(=O)c2[nH]c(=O)[nH]c2[nH]1 | 1%&0%
55 | O=C(c1cccc(F)c1)N1CCC[C@@]2(CCN(Cc3nccs3)C2)C1 | 0%
56 | COc1ccc(NC(=O)N2CC3(CCN(C(=O)Oc4ccccc4)CC3)C2)cc1 | -11%
57 | CC(=O)Oc1ccc2c3c1OC1C(OC(C)=O)C=CC4[C@@H](C2)N(C)CC[C@]314 (stereo partly drawn) | -4%[157 µM]
58 | C[C@]12CC[C@H](OS(=O)(=O)O)CC1=CCC1C2CC[C@]2(C)C(=O)CC[C@@H]12 (stereo partly drawn) | 1%
59 | NCCC(O)(P(=O)(O)O)P(=O)(O)O | 0%
60 | COP(=S)(OC)Oc1cc(Cl)c(Cl)cc1Cl | 1%&7%
61 | N[C@H](Cc1c[nH]c2ccccc12)C(=O)O | 1%
62 | COc1ncc2nc(CCc3ccccc3)c(=O)n(Cc3ccc(F)cc3)c2n1 | -3%
63 | C=CCc1ccc(O)c(OC)c1 | -7%
64 | COCC(=O)N1CCC2(CCCN(Cc3ccncc3)C2)CC1 | 0%
65 | CCCC(=O)Nc1ccc(OC[C@@H](O)CNC(C)C)c(C(C)=O)c1 | 18%[33.2 µM]
66 | CN1CCC(=C2c3ccccc3CCc3cccnc32)CC1 | 2%
67 | O=S(=O)(c1ccccc1)N1CCC2(CCCN(c3cccc(-c4ccccc4)c3)C2)CC1 | 5%
68 | C[C@H](Cn1cnc2c(N)ncnc21)OCP(=O)(O)O | 2%
69 | COC(=O)N1CCC2(CCCN(c3ccccn3)C2)CC1 | -4%
70 | CC(C)CCCC(C)CCCC(C)CCCCC(C)CCCC(C)CCCC(C)C (stereo not drawn) | -4%
71 | O=C(c1ccncc1)N1CCC2(CCCN(c3ncccn3)C2)CC1 | -4%
72 | O=C(c1ccncc1)N1CCC2(CC1)CCN(c1cccc(-c3ccccc3)c1)CC2 | 0%
73 | CC(=O)N1CCC2(CC1)CCN(c1ncccn1)CC2 | 0%
74 | C[C@H](N)C(=O)c1ccccc1 | -7%
75 | CC(=O)[O][Al][O]C(C)=O | 4%

(further entries)
cpd | SMILES | TbPYK inhibitor
76 | O=C(c1ccco1)N1CCC2(CCCN(c3ccccn3)C2)CC1 | 7%
77 | COc1ccccc1CN1CC[C@@]2(CCCN(C(=O)c3cc(C(F)(F)F)cc(C(F)(F)F)c3)C2)C1 | 0%
78 | CC(=O)OCC(=O)[C@@H]1CC[C@H]2[C@H]3CC[C@H]4C[C@@H](O)CC[C@]4(C)[C@@H]3C(=O)C[C@@]12C | 0%[33.2 µM]
79 | CN(C)c1ccc(C(=C2C=CC(=[N+](C)C)C=C2)c2ccc(N(C)C)cc2)cc1 | ?
80 | CCC(C(=O)O)C1OC(C(C)C(O)C(C)C(=O)C(CC)C2OC3(C=CC(O)C4(CCC(C)(C5CCC(O)(CC)C(C)O5)O4)O3)C(C)CC2C)C(C)CC1C (stereo not drawn) | -5%
81 | COc1ccc(NC(=O)N2CCCC3(CCN(S(C)(=O)=O)CC3)C2)cc1 | 0%
82 | COc1ccc(NC(=O)N2CC3(CCN(C(=O)c4cnccn4)CC3)C2)cc1 | 6%
83 | C=C1CCC2[C@](C)(CO)C(O)CC[C@]2(C)C1C/C=C1/C(=O)OCC1O (stereo partly drawn) | 3%
84 | CC1(C)OC2CO[C@]3(COS(N)(=O)=O)OC(C)(C)OC3C2O1 (stereo partly drawn) | -1%
85 | CCC=CC[C@H]1C(=O)CC[C@@H]1CC(=O)OC | -1%
86 | Cc1noc(C)c1C(=O)N1CCC2(CCN(C(=O)NC(C)C)CC2)CC1 | -1%
87 | CCCCC/C=C\C/C=C\CCCCCCCC(=O)O | 2%
88 | CC[C@H]1OC(=O)[C@H](C)[C@@H](O[C@H]2C[C@@](C)(OC)[C@@H](O)[C@H](C)O2)C(C)[C@@H](O[C@@H]2O[C@H](C)C[C@H](N(C)C)[C@@H]2O)[C@](C)(OC)C[C@@H](C)C(=O)[C@H](C)[C@@H](O)[C@]1(C)O (stereo partly drawn) | 3%
89 | COc1ccc(-n2c(=O)c(C)nc3cnc(Nc4ccccc4)nc32)cc1 | -7%
90 | CC[C@H]1OC(=O)[C@H](C)C(=O)[C@H](C)[C@@H](OC2O[C@H](C)C[C@H](N(C)C)[C@@H]2O)[C@@](C)(OC)C[C@@H](C)C(=O)[C@@H](C)C2N(CCCCn3cnc(-c4cccnc4)c3)C(=O)O[C@@]21C (stereo partly drawn) | 2%

The list is partial, so the mix of outcomes need not match the whole.
